Source: PubChem
Dynein cargo inh: dynein cargo transport inhibition; 3617.4 mouse cells, GR-EGFP nuclear translocation imaging; test concentration mostly 20 µM; stimulated with dexamethasone, 1 µM; hits give low values; z-score, hits read low; 0.47% of 220,000 active; AID 1381;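 active = plate z-score of nuclear minus cytoplasmic receptor signal below a set negative limit, without overly bright fluorescence or cell loss, cut at about -3.5 in these data, passing the limit was not always enough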;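 note: z-score of nuclear minus cytoplasmic ring GR-EGFP intensity difference per well; some compounds called inactive have numbers as strong as hits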
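Schedule: 48 h induction, then 1 h compound, then 30 min agonist, 37 °C. Buffer or medium: tetracycline-free induction medium containing charcoal-stripped FBS. Reagent: 1.0 µM final dexamethasone stimulus. Evaluation: nuclear versus cytoplasmic GR-EGFP signal, averaged per well. Signal: high-content fluorescence imaging after fixation.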
b-catenin transl: alters nuclear translocation of beta-catenin in HeLa cells | immunofluorescence imaging | nuclear translocation activity, % at 5 µM | 0.3% of 190,000 active | AID 1665;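 active = nuclear translocation activity above 50% at 5 µM, with a well cell count of 50 or more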;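 note: per-cell ratio of nuclear to cytoplasmic median beta-catenin stain intensity; plate controls were DMSO negative control for no effect and GSK-3 inhibitor IX positive control for full effect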
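test system = HeLa cells, endogenous beta-catenin | dosing = single 5 µM dose plus 0.02–20 µM confirmation series | times = compound treatment 24 h, 37°C, 5% CO2 | technique = beta-catenin immunofluorescence imaging with DAPI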
MT stabilize HCS: microtubule stabilization, imaging screen. HeLa tubulin immunostaining HCS, 24 h; share of cells brighter than vehicle mean+2SD. % tubulin-high responders, % at 10 µM. 0.83% of 200,000 active;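 active = plate Z-score above 3 for both tubulin-high and condensed-nucleus cell shares, with cell loss under 80%, at 10 µM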;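 note: anti alpha tubulin signal scored within the nucleus-defined area of each cell; some results filed as inactive read as strong as hits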
WT yeast gro inh: growth inhibition of WT yeast, mitochondrial fusion screen; mitochondrial fusion phenotypic screen, WT strain; inhibition, % at 10 µM; 2.1% of 190,000 active; AID 1362; in the data active = inhibition above about 58%; tested in S. cerevisiae
Autophagy HCS: alters autophagy in cells | MEF GFP-LC3 puncta imaging; test concentration mostly 10 µM | calls only at 10 µM (by protocol) | 0.98% of 190,000 active;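 active = percentage of spot-positive cells more than 3 SD above its plate mean, without a fluorescence outlier flag or 80% toxicity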;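 note: spot-positive cell cutoff set from DMSO-treated cells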
Insulin prom up: MIN6 insulin promoter up-regulation. MIN6 insulin promoter-GFP reporter, high-content imaging; hits give high values. z-score at 5 µM. 0.3% of 190,000 active;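 active = z-score above 3 at 5 µM with at least 500 cells counted in the well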
CSM14.1 death rescue: rescue of cells from ER stress-induced death, primary screen, 384-well, CSM14.1, thapsigargin, ATP luminescence (AID 1222) | CSM14.1 thapsigargin-induced death rescue, ATP luminescence; higher % means a stronger effect | cellular ATP content (survival), % at 20 µM; hits with a dose series show EC50 in µM | 190,000 tested, under 10 active;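 active = EC50 below 50 µM in the dose-response confirmation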;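 note: death triggered by thapsigargin at about 15 µM added after 2 h compound pretreatment; cell ATP read after overnight thapsigargin exposure of roughly 18 to 22 hours; normalized against plate controls of thapsigargin alone and 5% DMSO vehicle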
Lipid droplet: modulators of hepatic lipid droplet formation. AID 1656. 0.4% of 240,000 active. AML12 mouse hepatocytes, oleate lipid droplets, BODIPY imaging. inhibition, % at 6.5 µM;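 active = lipid droplet intensity inhibited by at least 50%, with more than 500 cells counted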
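Test system: AML12 mouse liver cells; schedule: overnight exposure; technique: high-content imaging of BODIPY-stained droplets and DAPI nuclei; read-out: % inhibition of corrected integrated BODIPY droplet signal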
XIAP antagonists: small molecules displacing peptide from XIAP – biochemical, IAP family, fluorescence polarization (AID 1018); XIAP BIR domain, fluorescence polarization peptide displacement; higher % means a stronger effect; displacement, % at 20 µM; hits with a dose series show IC50 in µM; 0.007% of 200,000 active; in the data active = displacement above about 50%; note: a part of the inactive calls stands beside numbers as strong as those of hits
WT yeast gro inh mutant strain: second read-out of WT yeast gro inh, no call of its own (marks repeat the call); inhibition, %; mitochondrial fusion phenotypic screen, mutant strain inhibition
Dynein cargo inh cytoplasmic EGFP: also measured in Dynein cargo inh; calls as there; z-score; measured here: cytoplasmic GR-EGFP intensity; hits give high values
Dynein cargo inh nuclear GR-EGFP: further read-out of Dynein cargo inh, marked with its call; z-score; measured here: nuclear GR-EGFP intensity;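 lower value marks the stronger effect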
Dynein cargo inh cell count: also measured in Dynein cargo inh; calls as there; z-score; measured here: cell count per field
Insulin prom up cell count: recorded beside Insulin prom up, whose call it bears; cell count; measured here: cytotoxicity, nuclei count;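 total cells summed across four imaged fields per well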
Lipid droplet cells 6.5 µM: second read-out of Lipid droplet, no call of its own (marks repeat the call); cell count; measured here: cell count, cytotoxicity flag;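 cells counted across two imaged fields per well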
b-catenin transl cell count 5 µM: further read-out of b-catenin transl, marked with its call; cell count; measured here: cell count, cytotoxicity flag
MT stabilize HCS Hoechst-high %: further read-out of MT stabilize HCS, marked with its call; % Hoechst-high responders; measured here: nuclear condensation Hoechst responders;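 share of cells brighter than vehicle mean plus two SD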
MT stabilize HCS cytotoxicity %: recorded beside MT stabilize HCS, whose call it bears; toxicity, %; measured here: cytotoxicity by cell density;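 0% = mean cell density of plate MIN control wells and 100% = no cells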
Autophagy HCS cell loss 18 h: also measured in Autophagy HCS; calls as there; toxicity, %; measured here: cell loss, nuclei count;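 cell loss after 18 h compound exposure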
Numbers without * were called inactive; i = inactive; / = no result given.

SMILES	Dynein cargo inh	Dynein cargo inh cytoplasmic EGFP	Dynein cargo inh nuclear GR-EGFP	Dynein cargo inh cell count	b-catenin transl	b-catenin transl cell count 5 µM	MT stabilize HCS	MT stabilize HCS Hoechst-high %	MT stabilize HCS cytotoxicity %	WT yeast gro inh	WT yeast gro inh mutant strain	Autophagy HCS	Autophagy HCS cell loss 18 h	Insulin prom up	Insulin prom up cell count	CSM14.1 death rescue	Lipid droplet	Lipid droplet cells 6.5 µM	XIAP antagonists
CN(C1CCCC1)C1CCN(C(=O)CNC(=O)/C=C/c2cccc(C(F)(F)F)c2)CC1	0.24	-0.25	0.14	-0.21	-0.8	1088	3.4	2.0	5.1	3	3	i	12	0	1282	-0.3%	4	748	-0.2%
O=C(O)c1cccc(-c2ccc(/C=N/Nc3ccc([N+](=O)[O-])cc3)o2)c1	0.23	-0.17	0.51	-0.17	-0.4	1334	/	/	/	/	/	/	/	1.6	1020	/	-23	756	/
CN(C)C(=O)COC(=O)c1ccccc1Sc1ccccc1C#N	0.4	-0.35	-0.09	0.62	1.4	1075	5.3	1.5	8.3	-1	-2	i	-1	-1.1	1307	-0.6%	4	712	-3.1%
CC(C)CO/C(=N/S(=O)(=O)c1ccccc1)c1ccccc1	-0.25	0.63	0.052	0.7	/	/	1.1	1.2	4.9	4	6	i	-4	-0.85	967	-0.7%	-10	764	-4.4%
CCOC(=O)C(Oc1ccc(=O)n(-c2ccccc2)n1)C(C)=O (stereo not drawn)	-0.42	-0.2	-0.17	0.36	-6.5	860	2.8	2.1	7.0	14	21	i	-13	1.1	1197	-0.1%	/	/	-7.1%
O=C(O)c1cccc(Nc2ncnc3sccc23)c1	-0.21	-0.22	-0.11	0.29	0.8	951	2.3	1.6	1.8	2	7	i	-23	-0.7	1665	-1.2%	3	684	-8.9%
Cc1ccc(C)c(/C(O)=C2/C(=O)C(=O)N(CCN3CCOCC3)C2c2ccco2)c1 (stereo not drawn)	-0.64	-0.23	-0.33	1.3	-1.0	1229	2.0	2.0	9.5	-15	0	i	-19	0.74	1462	-0.5%	/	/	-7.6%
COc1ccc(/C=C2\CCCC3C2=NN(C(=O)c2scnc2C)C3c2ccc(OC)c(OC)c2)cc1OC (stereo not drawn)	-0.25	-0.27	0.47	1.5	-2.0	1051	2.6	1.0	3.8	11	7	i	34	1.2	792	14%	-17	706	-9.7%
CCCCCCn1c(CN2CCCCC2C)nc2c1c(=O)n(C)c(=O)n2C (stereo not drawn)	-0.28	-0.27	-0.16	0.56	-0.4	1246	3.3	1.5	4.5	16	-6	i	-2	-0.46	979	-0.3%	-7	694	-8.2%
COc1ccc(CNCCC(c2ccccc2)C2CCOC(C)(C)C2)cc1 (stereo not drawn)	1.3	-0.26	0.9	-0.94	-1.3	946	3.7	2.5	8.0	15	10	i	12	-0.59	1464	-1.6%	-14	666	-6.0%
Cc1ccc2c(c1)/C(=N/OC(=O)c1ccc(F)cc1)CCS2	0.11	-0.089	-0.2	-0.36	/	/	1.4	2.2	7.2	19	-2	i	-3	/	/	-1.0%	/	/	-4.1%
Cc1cc(OCCCCn2ccnc2)cc(C)c1Cl	-0.81	-0.19	0.29	1.3	12	464	2.2	2.2	3.2	76*	68*	i	7	/	/	-0.4%	-9	765	-15%
CNc1n[nH]c(=S)s1	0.12	-0.25	-0.022	0.16	0.3	1262	/	/	/	/	/	/	/	-0.26	1077	/	-6	747	/
O=C(/C=C/c1cc([N+](=O)[O-])ccc1OC(F)F)Nc1cccc2ccccc12	0.18	-0.16	-0.12	-0.37	1.1	1125	4.4	4.1	12	27	-4	i	15	-0.68	1230	-1.5%	-2	505	-6.2%
O=C(NCc1nc2ccccc2[nH]1)c1cccs1	0.34	-0.12	0.49	-0.88	-0.7	1103	2.6	3.3	5.9	15	8	i	-11	0.61	1765	-0.5%	-5	669	-2.4%
Cc1cnc(C(=O)Nc2ccccc2C(=O)N2CCOCC2)cn1	-0.42	-0.23	-0.036	0.19	-0.3	1102	2.3	5.0	9.5	-4	13	i	8	0.55	1451	-0.1%	-11	723	-2.6%
CC(C)NS(=O)(=O)c1ccc2c(c1)NCC2	-0.74	-0.31	-0.83	0.86	1.3	1012	4.2	3.1	4.4	-8	-15	i	-4	-0.04	1362	-0.5%	5	654	0.7%
Cc1ccc(NC(=O)C(C)NC(=O)OCc2ccccc2)cc1C (stereo not drawn)	0.97	-0.27	0.081	-0.82	-3.4	1157	/	/	/	/	/	/	/	-0.86	1498	/	-1	674	/
COc1ccc(N2CCN(C(=O)c3oc4ccccc4c3C)CC2)cc1	-0.8	-0.32	-0.13	0.14	-2.1	1119	3.8	1.7	5.3	26	33	i	2	-0.48	1329	3.3%	2	658	-6.4%
CCOC(=O)N1CCN(C(=O)c2ccc3nc(N4CCCCC4)sc3c2)CC1	-0.68	-0.41	-0.11	0.0089	0.4	1324	5.7	1.4	5.1	-2	8	i	7	0.01	1629	6.8%	/	/	-2.8%
CCOc1ccccc1NC(=O)COC(=O)C1CC1	0.86	-0.23	0.77	-0.57	0.1	1096	2.9	1.2	2.7	5	2	i	36	0.1	1238	6.8%	15	709	-9.3%
CCCOc1ccc(N2C(=O)CC(N(CCCO)C(=O)CC)C2=O)cc1 (stereo not drawn)	-1.1	-0.22	-0.56	1.3	0.2	1322	/	/	/	/	/	/	/	-0.1	1062	/	-1	712	/
CCOC(=O)Cc1csc(NC(=O)/C=C/c2ccc(OC)cc2)n1	1.2	-0.26	0.86	-0.43	0.8	1066	2.4	0.7	6.7	17	17	i	-16	-1	1307	13%	-17	672	-6.8%
Cc1cc(-c2nn(-c3ccccc3)cc2/C=C2\SC(N)=NC2=O)ccc1OC(C)C	-0.63	-0.25	-0.34	0.91	-1.7	1118	9.0	3.0	5.2	-12	12	i	-2	-0.1	1161	-3.5%	23	588	-5.8%
CC(C)(C)NC(=O)COC(=O)c1cc(F)c(F)cc1Cl	-0.0038	-0.2	0.25	0.22	-5.3	1213	2.3	2.3	7.3	6	-8	i	-14	-0.35	1033	-4.7%	8	714	-3.4%
Cc1ccc(-c2c(=O)n(OCc3ccccn3)c3ccccc3[n+]2[O-])cc1	-0.06	0.19	-0.051	-0.072	-0.8	1427	1.6	1.7	5.1	5	4	i	-4	-0.47	1513	-0.9%	/	/	-7.3%
CC(C)(C)n1ncc2c(=O)n(Cc3ccc(Cl)c(Cl)c3)cnc21	-0.42	-0.29	-0.36	0.91	-0.9	1021	3.9	1.1	4.0	1	6	i	2	1.6	1117	-1.1%	-15	750	-11%
CCCOC(=O)c1ccc(NC(=O)C2CCCO2)cc1 (stereo not drawn)	-0.82	-0.23	-0.43	0.25	/	/	2.7	1.3	2.8	19	7	i	-7	0	1277	-0.2%	-1	723	-2.7%
COc1ccc(-c2oc(/N=C/N3CCOCC3)c(C#N)c2-c2ccc(OC)cc2)cc1	-0.67	-0.46	-0.29	0.41	-1.9	1123	3.0	1.7	8.1	16	-7	i	0	-2.9	849	-0.1%	/	/	2.2%
Cc1nn(S(=O)(=O)c2cccs2)c(C)c1Sc1ccc([N+](=O)[O-])cc1	-0.35	-0.23	-0.27	0.32	5.9	1362	1.1	1.4	6.7	4	22	i	8	-0.69	1089	-1.2%	/	/	-12%
CC(C)(C)NC(=O)Cn1c(SCC(=O)NC2CCCCC2)nc2ccccc21	-0.63	-0.21	-0.31	1.4	-1.9	1129	2.4	2.3	10	-1	5	i	6	-0.72	1308	2.2%	/	/	0.1%
Cc1ccc(Cn2c(=S)[nH]c3ccc(N4CCOCC4)cc3c2=O)o1	-2.8	0.86	-1.3	0.17	/	/	2.1	2.3	6.4	0	2	i	-43	0.45	1237	-2.3%	1	742	-2.7%
Cc1ccc(-c2cc(-c3n[nH]c(=S)n3C)c3ccccc3n2)cc1	-1.6	-0.33	-0.66	0.93	-3.7	1079	5.0	1.1	7.5	70*	29*	i	-4	0.56	1477	-1.3%	-5	650	-7.9%
CC(=O)Nc1ccc(S(=O)(=O)N2CCN(c3nnnn3-c3ccccc3)CC2)cc1	-0.092	-0.17	-0.59	1	-2.4	1156	1.6	1.2	7.6	10	-6	i	20	1.1	1108	-0.8%	21	657	-5.1%
COc1ccccc1CC(=O)Nc1cccc2c1CCCC2	-0.39	-0.3	-0.61	0.45	1.2	1021	1.3	3.0	9.7	-15	-11	i	7	0.25	1297	0.2%	4	672	5.1%
